M. tuberculosis: growth inhibition of non-replicating M. tuberculosis (AID 488890). Mycobacterium tuberculosis non-replicating, growth inhibition; higher % means a stronger effect. inhibition, % at 25 µM; hits with a dose series show IC50 in µM. 0.39% of 320,000 active; in the data active = a potency from the dose series; inconclusive = inhibition mostly from about 82% at the one dose, without a potency; inactive = the rest, 99 in 100 with inhibition below about 76%;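 note: plate controls were DMSO cells for no effect and high antibiotic wells for full effect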
PhoP GFP inhibition: PhoP regulon inhibitors, Salmonella typhi PhoP promoter GFP reporter, confirmatory (AID 1850). Salmonella Typhi PhoP-promoter GFP reporter, fluorescence, 4 h; higher % means a stronger effect. inhibition, % at 50 µM, or IC50 in µM where a hit was titrated. 0.33% of 310,000 active; in the data active = a potency from the dose series; inconclusive = inhibition mostly from about 25% at the one dose, without a potency; inactive = the rest, 99 in 100 with inhibition below about 19%;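 note: 0% = induced wells with vehicle and 100% = uninduced wells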
H1N1 NS1A inhibition: H1N1 influenza NS1A inhibitors, functional cell based assay (AID 504329) | inhibition, % at 12.5 µM, or IC50 in µM where a hit was titrated | NS1A functional cell-based assay, percent inhibition; higher % means a stronger effect | 0.3% of 340,000 active; in the data active = a potency from the dose series; inconclusive = inhibition above about 27% without an active follow-up result; note: strong numbers were not always called active
VEEV TC-83 Vero: inhibitors of VEEV TC-83 cytopathic effect, confirmation, Vero cells (AID 588727). Vero cells, VEEV TC-83 cytopathic effect inhibition; higher % means a stronger effect. inhibition, % at 20 µM, or IC50 in µM where a hit was titrated. 0.13% of 350,000 active; in the data active = a potency from the dose series; inconclusive = inhibition mostly from about 14% at the one dose, without a potency; inactive = the rest, 99 in 100 with inhibition below about 12%; note: strong numbers were not always called active
H37Rv inhibition: M. tuberculosis growth inhibition, HTS (AID 449762) | M. tuberculosis H37Rv growth inhibition, 7H9 media; higher % means a stronger effect | one-dose inhibition, % at 25 µM; IC50 in µM for titrated hits | 0.59% of 330,000 active; in the data active = a potency from the dose series; inconclusive = inhibition above about 70% without an active follow-up result;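 note: bacterial growth assessed after seven days of incubation; strong numbers were not always called active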
* hit, by the source's call; i = inactive; ? = inconclusive; . = not tested or not shown.

SMILES	M. tuberculosis	PhoP GFP inhibition	H1N1 NS1A inhibition	VEEV TC-83 Vero	H37Rv inhibition
Cc1ccc2nc(NC(=O)CS(=O)(=O)Cc3ccccc3)sc2c1	-7%	-3%	13%	0.6%	4%
CCOC(=O)c1cc([N+](=O)[O-])sc1N	.	5%	7%	0.9%	0%
O=C(Nc1ccccn1)N1CCOCC1	8%	-17%	-4%	0.2%	2%
N#Cc1ccc(CSc2nnc(NC(=O)CN3C(=O)C4CC=CCC4C3=O)s2)cc1 (stereo not given)	22%	-1%	-8%	i	-4%
CC(C)[C@H](NC(=O)c1ccc(Cl)cc1Cl)C(=O)NNc1cccc(C(=O)O)c1	10%	.	-19%	i	-5%
O=C1CN(c2ccccc2Cl)C(=O)CN1c1ccccc1Cl	-5%	-4%	3%	1.8%	-20%
O=C(NCc1ccccc1)c1ccc(CS(=O)(=O)Cc2ccc(F)cc2)o1	3%	2%	-1%	i	2%
O=S(=O)(NC1CC1)c1ccc(F)c(F)c1	-15%	4%	2%	1.6%	-6%
O=C1c2c(O)cc(O)cc2O[C@@]12c1c(cc(O)c3c1O[C@H](c1ccc(O)cc1)[C@@H](O)C3)O[C@@H]2c1ccc(O)cc1	-4%	11%	3%	1.4%	-8%
CCOC(=O)CC1C(=O)NCCN1Cc1cccc(OC)c1 (stereo not given)	-4%	.	-21%	i	-10%
CCCn1c(N)c(C(=O)CSc2nnc3ccccn23)c(=O)[nH]c1=O	8%	.	5%	i	4%
COc1cc(NC(=O)c2[nH]cnc2C(N)=O)cc(C(=O)Nc2cccc(C(F)(F)F)c2)c1	12%	.	-7%	7.8%	3%
COc1ccc(C(=O)Nc2cc(C(=O)NCCc3ccccc3)ccc2Cl)cc1	4%	17%	0%	7.3%	12%
COc1ccc(NC(C)=O)cc1NC(=O)CN1CCN(C2c3ccccc3-c3ccccc32)CC1	47%	12%	12%	23%	51%
O=C(O)COc1ccccc1/C=N/NC(=O)c1cc2ccccc2cc1O	1%	-16%	0%	7.5%	-3%
COc1ccccc1N1CCN(S(=O)(=O)c2c(C(=O)N3CCOCC3)c(C)n(C)c2C)CC1	-7%	4%	6%	2.9%	-4%
CN(CC(=O)Nc1cccc(F)c1)CC(=O)Nc1cccc([N+](=O)[O-])c1	42%	-11%	10%	2.3%	9%
Cc1cccc(CN2C(=O)c3ccccc3Sc3ccc(C(=O)NCCCN4CCOCC4)cc32)c1	23%	5%	7%	i	7%
CCNC(=S)NNC(=O)c1nn(C)c(C)c1Cl	-13%	-7%	5%	0.8%	3%
Cc1ccc(SCCC(=O)Nc2ccccc2Br)cc1	74%	8%	-11%	2.1%	6%
O=C(Nc1ccc(CN2CCOCC2)cc1)c1ccc(F)cc1	?	3%	-4%	0.2%	-4%
CC(=O)Nc1ccc(/C=N/NC(=O)c2cc3cc(C)ccc3nc2C)cc1	5%	0%	0%	i	-10%
O=C(c1cccs1)N1CCC(N2CCN(c3ccccc3)CC2)CC1	-4%	26%	6%	i	-12%
COc1ccccc1OCc1nc2ccccc2[nH]1	-15%	-14%	2%	1.2%	-3%
CC(=O)OC[C@H]1O[C@@H](O/N=C/C[C@@H]2C=C[C@H](OC(C)=O)[C@@H](COC(C)=O)O2)[C@H](OC(C)=O)[C@@H](OC(C)=O)[C@@H]1OC(C)=O	-7%	-34%	.	.	0%
COc1cc(CCCN2C(=S)NC[C@@H]2CC2CCCCC2)cc(OC)c1OC	25%	0%	3%	2.0%	-4%
O=C(COC(=O)C1=COCCO1)Nc1ccccc1OC(F)F	11%	0%	-3%	i	?
COCCNc1ccc(S(=O)(=O)N2CCCC2)cc1[N+](=O)[O-]	-2%	-1%	0%	0.8%	-7%
Cn1c(=O)c2cc(S(=O)(=O)NC(C(=O)NCc3ccccn3)c3ccccc3)ccc2n(C)c1=O (stereo not given)	.	.	4%	0.8%	-6%
CC(C)(C)[C@@H]1C=C(C(=O)N2CCN(Cc3ccccc3)CC2)O[C@H](OCCCCO)C1	-11%	-10%	0%	i	-10%
COc1ccc(C2C(C(C)=O)=C(C)Nc3ncnn32)cc1OC (stereo not given)	-2%	9%	14%	0.6%	3%
N#Cc1c(-c2c(Cl)cccc2Cl)noc1/C=C/Nc1ccc(C(=O)O)cc1	23%	-12%	4%	0.3%	7%
CC(NC(=O)c1ccccc1)C(=O)NNC(=O)c1ccccc1Cl (stereo not given)	7%	.	-10%	1.8%	0%
O=C(O)CCCC(=O)Nc1cc([N+](=O)[O-])ccc1O	-3%	-1%	8%	1.1%	6%
Cc1ccc(C(=O)N/N=C/c2ccc3c(c2)OCO3)o1	5%	5%	2%	0.2%	1%
CCOC(=O)c1c(C)[nH]c(C(=O)OCc2ccc(C)cc2)c1C	3%	-5%	-6%	2.7%	-4%
CCc1cccc(NC(=O)CCC(=O)O)c1	-6%	-2%	-2%	3.1%	-9%
COc1ccc(N2CCN(C(=O)COC(=O)Cc3c(F)cccc3Cl)CC2)cc1	7%	4%	-2%	0.9%	-1%
c1ccc(-c2onc3c2CCCC3)cc1	4%	-2%	4%	0.3%	2%
Cc1ccc(-c2csc3ncnc(N4CCN(C(=O)c5ccco5)CC4)c23)cc1	26%	.	4%	6.8%	-6%
COC(=O)c1ccccc1NC(=O)C1CCCCC1C(=O)O (stereo not given)	2%	5%	6%	0.4%	0%
NC(=O)C1Cc2ccccc2CN1S(=O)(=O)c1ccc(Cl)s1 (stereo not given)	3%	13%	-7%	0.1%	-2%
CC[C@]12C(=O)N(C)C[C@H]([C@@H]3C(=O)N(Cc4ccccc4)C(=O)[C@@H]31)N2C(=O)c1ccc(C(C)(C)C)cc1	.	.	-6%	6.3%	.
CCOC(=O)CSc1nc2ccccc2n1C(=O)OCC	24%	5%	-5%	2.3%	6%
N/C(=N\OC(=O)CCc1ccccc1)c1ccccc1Cl	63%	-8%	-8%	i	6%
S=c1[nH]nc(-c2ccccn2)n1/N=C/c1ccco1	-2%	3%	.	i	-6%
Cc1cccc(-n2c(C)nc3ccsc3c2=O)c1	4%	-1%	-5%	4.0%	7%
Cc1noc(/C=C/N(C)C)c1S(=O)(=O)N1CCCC(C(=O)NCCC2=CCCCC2)C1 (stereo not given)	28%	7%	24%	5.0%	-8%
CSc1ccccc1NC(=O)CN(C)C(=O)c1ccc(NC(=O)c2cccs2)cc1	1%	.	-1%	9.3%	2%
O=C(O)CCCC(=O)Nc1cccc(C(F)(F)F)c1	-5%	-3%	-16%	0.0%	-8%

The list continues:
SMILES	M. tuberculosis	PhoP GFP inhibition	H1N1 NS1A inhibition	VEEV TC-83 Vero	H37Rv inhibition
COC(=O)N/N=C/c1ccc(OC(=O)/C=C/c2ccco2)cc1	36%	-1%	.	i	19%
Cc1cc(NC(CC(C)C)C(=O)O)nc(Cc2ccccc2)n1 (stereo not given)	-15%	6%	-9%	1.7%	-1%
CCn1nnnc1SCC(=O)Nc1ccc(OCc2ccccc2)cc1	26%	-3%	2%	i	30%
Cc1ccc(C(=O)N2CCC(C(=O)NCc3ccco3)CC2)cc1	-6%	5%	-6%	0.5%	1%
CCOc1cc(/C=N\NC(=O)c2ccc(NC(=O)C(C)(C)C)cc2)ccc1OC(=O)c1cccc(C)c1	20%	-7%	-10%	7.6%	6%
Oc1ccccc1C1=Nc2nc3ccccc3n2C(c2ccccc2)C1 (stereo not given)	33%	-5%	3%	9.5%	?
N#C/C(=C\c1cccnc1)c1ccccc1[N+](=O)[O-]	2%	-5%	-9%	3.3%	17%
COc1ccc(CC(=O)NCc2n[nH]c(=S)n2-c2ccccc2OC)cc1	5%	10%	-8%	1.2%	3%
O=C(O)COc1ccc(Cl)cc1CO	2%	-8%	.	.	3%
COCc1cc(C)nc(SCc2ccc(Br)cc2)c1C#N	15%	6%	-25%	4.3%	-7%
Cc1cccc(NNC(N)=S)c1C	?	0%	-2%	1.2%	?
O=C(CSCc1c(F)cccc1Cl)NCC1CCCO1 (stereo not given)	-7%	-3%	-1%	i	4%
CCC(=O)Nc1cccc(NC(=O)CSc2nnc(C(C)C)n2CC)c1	-10%	6%	5%	2.5%	-4%
CC(C)(C)C(=O)Nc1cccc(-c2ncon2)c1	-13%	-4%	-4%	0.7%	-5%
CCN(CC)C(=O)Cc1ccccc1	6%	-6%	3%	1.0%	-12%
COc1ccc2[nH]c(=O)c(CN(C(C)=O)c3ccc(C)cc3C)cc2c1	-7%	-2%	-2%	0.3%	0%
Nc1ccc(S(=O)(=O)c2ccc(Cl)cc2)cc1	-9%	2%	9%	0.7%	-2%
O=S(=O)(Nc1ncccn1)c1ccc(NC(=S)Nc2ccccc2)cc1	71%	0%	8%	1.3%	-3%
O=C(O)c1ccc(NCc2nc3cc4ccccc4cc3[nH]2)cc1	.	.	-3%	2.3%	.
Cc1ccc(OCC(O)CN2CCN(CCO)CC2)c(C)c1 (stereo not given)	-21%	5%	-6%	i	-3%

Just PhoP GFP inhibition and H1N1 NS1A inhibition, for some of the entries so far:
| structure | PhoP GFP inhibition | H1N1 NS1A inhibition |
| --- | --- | --- |
| CC(C)(C)C(=O)Nc1cccc(-c2ncon2)c1 | -4% | -4% |
| CCN(CC)C(=O)Cc1ccccc1 | -6% | 3% |

The list goes on.
SMILES	M. tuberculosis	PhoP GFP inhibition	H1N1 NS1A inhibition	VEEV TC-83 Vero	H37Rv inhibition
Cc1cc(NC(=O)CCC2CCCC2)no1	61%	-5%	10%	0.3%	-12%
COc1ccc(S(=O)(=O)Nc2cccc3c2O[C@H](CN(C)S(=O)(=O)c2ccc(Cl)cc2)[C@H](C)CN([C@H](C)CO)C3=O)cc1	.	.	-4%	1.1%	3%
O=C(c1cccc2ccccc12)N1CCN(CC2CC=CCC2)CC1 (stereo not given)	8%	0%	1%	i	15%
COc1cccc(CCNC(=O)CC2C(=O)NCCN2Cc2ccc(C)o2)c1 (stereo not given)	12%	-4%	4%	i	4%
CCOC(=O)C1CCN(C(=O)/C=C/c2cc(OC)c(OC)c(OC)c2)CC1	-9%	0%	-6%	1.5%	1%
O=[N+]([O-])c1ccc(N2CCN(C(=S)Nc3cccc(F)c3)CC2)cc1	40%	-7%	2%	0.2%	-4%
CC(=O)Nc1ccc(S(=O)(=O)N2CCC(NC(=O)C(Cc3cccn3C)NC(C)=O)CC2)cc1 (stereo not given)	3%	-9%	-15%	i	-2%
O=C(OC1CCCCC1=O)c1cc(S(=O)(=O)N2CCOCC2)ccc1F (stereo not given)	-27%	-7%	-7%	1.1%	-1%
COc1cccc(/C=C2/C(=O)NN(c3ccc(Br)cc3)C2=O)c1O	?	7%	-5%	3.3%	?
Cc1nc(-c2ccc(F)cc2)c(CC(=O)N(C)CC(=O)Nc2ccc(Cl)c(C(F)(F)F)c2)s1	.	.	-3%	4.2%	.
CCN1CCN(C(=O)C2CC(c3ccc(F)cc3)=NO2)CC1 (stereo not given)	9%	3%	-5%	1.6%	0%
CN1CCN(CCC(=O)N/N=C/c2cc([N+](=O)[O-])ccc2OC(F)F)CC1	4%	3%	-9%	0.1%	-6%
CC(C)NC(=O)c1ccc2c3n(nc2c1)-c1ccc(Cl)cc1CO3	0%	-3%	6%	0.5%	43%
O=C(Nc1ccc(Cl)cc1)c1cc(Br)ccc1OCC(=O)N1CCOCC1	26%	-3%	0%	7.5%	4%
CCOC(=O)c1ccc2nc(NC(=O)c3cccs3)sc2c1	?	-5%	-6%	7.4%	68%
Cc1ccc(S(=O)(=O)CCC(=O)NCc2ccccc2F)cc1	-18%	-2%	-3%	1.5%	-7%
COC(=O)c1cc(OC)c(OC)cc1N1C(=O)CC(C)(C)CC1=O	-11%	2%	-1%	0.2%	4%
O=C1c2ccccc2CN1Cc1ccccc1	75%	-5%	-18%	0.3%	-1%

Quoted at random: 7 entries already listed
SMILES	M. tuberculosis	PhoP GFP inhibition	H1N1 NS1A inhibition	VEEV TC-83 Vero	H37Rv inhibition
O=C(O)COc1ccccc1/C=N/NC(=O)c1cc2ccccc2cc1O	1%	-16%	0%	7.5%	-3%
CCOC(=O)C1CCN(C(=O)/C=C/c2cc(OC)c(OC)c(OC)c2)CC1	-9%	0%	-6%	1.5%	1%
O=C1c2ccccc2CN1Cc1ccccc1	75%	-5%	-18%	0.3%	-1%
CC(C)[C@H](NC(=O)c1ccc(Cl)cc1Cl)C(=O)NNc1cccc(C(=O)O)c1	10%	.	-19%	i	-5%
COc1ccc(NC(C)=O)cc1NC(=O)CN1CCN(C2c3ccccc3-c3ccccc32)CC1	47%	12%	12%	23%	51%
CCNC(=S)NNC(=O)c1nn(C)c(C)c1Cl	-13%	-7%	5%	0.8%	3%
CC(C)(C)[C@@H]1C=C(C(=O)N2CCN(Cc3ccccc3)CC2)O[C@H](OCCCCO)C1	-11%	-10%	0%	i	-10%

Bioassay records as filed in PubChem BioAssay.
